SRC1 TRFRET art: TR-FRET artefact, counter-screen to PPARgamma/SRC-1 agonist assay; TR-FRET detection artefact counter-screen, emission ratio; hits give high values; TR-FRET ratio at 8 µM; 99,000 tested, 0.34% active; in the data active = TR-FRET ratio above about 2300; note: inactives centre near 1800; reference of the scale not given here
SRC3 TRFRET art: counter-screen for PPARgamma SRC-3 recruitment agonists: TR-FRET artefact | PPARgamma/SRC-3 format; hits give high values | TR-FRET ratio at 8 µM | 99,000 tested, 0.39% active | AID 1048; in the data active = TR-FRET ratio above about 2000; note: inactives centre near 1600; reference of the scale not given here
Active calls of the source: *. The list is partial (hit frequency here may not be typical).

Below each compound: SRC1 TRFRET art	SRC3 TRFRET art
CCCCOP(=O)(c1ccc(N(C)C)cc1)C(Nc1ccccc1)c1ccccc1 (centres undefined)
  1965	1568
O=C(Nc1nnc(-c2ccccc2F)s1)c1cccnc1
  2176	1626
COc1ccc(/C=N/Nc2cn[nH]c(=O)c2Cl)cc1
  1511	1352
CCOC(=O)c1cnc(-n2nc(C)cc2C)nc1NNc1nc(-c2ccccc2)cc(-c2ccccc2)n1
  1831	1690
CCCCn1c2nc3ccccc3nc2c2c(=O)n(-c3ccccc3)cnc21
  1944	1876
COc1ccc(-c2cn3cccnc3n2)cc1NS(=O)(=O)c1ccccc1
  1780	1483
COC(=O)C1=C(C)NC=C([N+](=O)[O-])C1c1ccc(OC)cc1 (centres undefined)
  1577	1575
Cc1cccc(C)c1NC(=O)C(NS(=O)(=O)c1cccs1)c1ccccc1 (centres undefined)
  1676	1634
CN1OC(c2ccccc2)=C(CO)C1c1ccccc1 (centres undefined)
  1764	1520
O=C(CCc1nnc(Cc2ccc(-c3ccccc3)cc2)o1)N1CCCC1
  1552	1438
COc1ccc(NC(=O)C2C3CCC4C(CCC32)C4(Cl)Cl)cc1 (centres undefined)
  1915	1430
COc1nc(OC)nc(Oc2ccc([N+](=O)[O-])cc2Cl)n1
  1651	1417
CC(=O)Nc1ccc(S(=O)(=O)NCC(=O)OCC(=O)N2CCCc3ccccc32)cc1
  1928	1715
CC(=O)Nc1ccc(C2=NN(Cc3nnc(-c4ccccc4)o3)C(=O)SC2)cc1
  1667	1472
O=C(c1cccc(C(F)(F)F)c1)N(c1ccccn1)C1CCCCC1
  1847	1311
COc1ccc(NC(=O)NN(C(=O)c2ccccc2)C(C)(C)C)cc1
  1646	1381
CCOC(=O)c1cnc(SCC(=O)N2CCC(C(N)=O)CC2)nc1N
  1780	1719
COc1ccc(CNc2ccc(C)c(C)c2)c(OC)c1OC
  2023	1664
O=C(CN1CCOc2ccccc21)NCc1ccc(F)cc1
  1786	1453
CCCC(CCC)C(=O)Oc1cc(C)[nH]c(=O)c1[N+](=O)[O-]
  1754	1569
C=CCC(C(=O)c1ccccc1)[N+](C)(C)CC=C (centres undefined)
  1674	1375
O=C(Nc1ccccc1Cl)N1CCSc2ccccc21
  2153	1700
CCN(C(=O)COC(=O)c1c(NC(C)=O)sc(C)c1C)C1CCS(=O)(=O)C1 (centres undefined)
  1925	1789
Cc1ccc(CNC(=O)COC(=O)c2ccc(Br)cc2)cc1
  1773	1551
CCN(CCO)Cc1csc2ccc(Cl)cc12
  1600	1663
CCCc1cc(C(=O)N2CCC(N3CCC(C(=O)NC(C)C)CC3)CC2)n(C)n1
  1959	1479
CCn1c(-c2c(Cl)c(C)nn2C)n[nH]c1=S
  1812	1609
Cc1ccc(SCC(=O)c2ccc[nH]2)cc1
  1714	1582
CC1CC1C(=O)Nc1cc(S(=O)(=O)N2CCOCC2)ccc1N1CCCC1 (centres undefined)
  1823	1727
COc1ccc(-c2cnnc(N/N=C/C(C)=C/c3ccccc3)n2)cc1
  2015	1830
NC(=O)N1CCc2ccccc21
  1813	1633
CCCCC(=O)Nc1ccc(C(=O)c2ccccc2)cc1
  1648	1594
CCOC(=O)c1[nH]c(C)c(C(=O)NCCc2ccc(OC)cc2)c1C
  1638	1695
Cc1ccc(NC(=O)COC(=O)CCc2ccc(S(=O)(=O)N3CCOCC3)cc2)cc1C
  1842	1575
CC/C(=N/NC(=O)CCC(=O)Nc1ccccc1OC)c1ccccc1
  1511	1370
COC(=O)c1ccc(/C=C2/SC(=S)N(CCCC(=O)Nc3ccccn3)C2=O)cc1
  1709	1645
O=C(Cc1nnc(NC(=O)Nc2ccc(Cl)cc2)s1)NCc1ccccc1
  1710	1596
CCN(CC)C(=N)N1c2ccccc2CCC1C (centres undefined)
  1934	1683
Cc1ccc(Nc2nc(N/N=C/c3c[nH]c4ccccc34)nc(N3CCOCC3)n2)cc1
  2042	1549
CCSc1nnc(NC(=O)CCCOc2ccc(C)cc2)s1
  1917	1838
Cc1ccc(S(=O)(=O)N(CC(=O)Nc2ccccc2C(=O)O)c2cccc(Cl)c2C)cc1
  1505	1460
N#Cc1cn(Cc2ccncc2)c(=O)[nH]c1=O
  1583	1496
CCc1nccn1S(=O)(=O)c1ccc2ccccc2c1
  1954	1635
C/C(=N\NC(=O)CC(C)C)c1ccc(N2CCCCC2)cc1
  1908	1718
Cc1cc(OCC(O)CN)ccc1Cl (centres undefined)
  1816	1377
COc1ccc(NC(=O)NCc2ccc3c(c2)OCO3)cc1
  1783	1563
Cc1ncoc1C(=O)N1CCc2c([nH]c3ccccc23)C1C1CCCCC1 (centres undefined)
  1748	1532
O=C(Nc1ccc2c(c1)C(=O)NC2=O)c1ccc(S(=O)(=O)N2CCCC2)cc1
  1958	1725
C=CCn1cc(C(=O)N2CCc3ccccc3C2)c(=O)c2cc(S(=O)(=O)N(CC)CC)ccc21
  1931	1567
O=C(Nc1ccc(O)cc1)c1cc2ccccc2c(=O)s1
  1985	1578
Cc1cccc(C)c1-n1c(C)nn(-c2ncc(C(F)(F)F)cc2Cl)c1=O
  1576	1492
COC(=O)CCC/C=C1/SCC(NC(=O)c2ccccc2)/C1=N/O (centres undefined)
  1773	1730
O=C(NCCN1C(=O)S/C(=C\c2cccs2)C1=O)c1ccc(=O)[nH]c1
  2028	1992
CO/N=C/C(=N\Nc1ccc(OC)cc1)C(=O)c1ccc(F)cc1
  1825	1407
CC1(C)C2CCC1(C(=O)O)c1nc3ccccc3nc12 (centres undefined)
  1793	1531
O=C(Nc1ccc([N+](=O)[O-])cc1)C1CC12CCC2 (centres undefined)
  1758	1618
Cc1c(CN2CCCC(C(=O)c3cccc(Cl)c3)C2)c(=O)n(-c2ccccc2)n1C (centres undefined)
  1514	1525
CC(=O)Cn1nnc2sc3c(c2c1=O)CCC(C(C)(C)C)C3 (centres undefined)
  1494	1594
CC(=O)NC(CC(C)C)C(=O)NC(=O)NCc1ccccc1 (centres undefined)
  1673	1518
COc1ccc(-c2c(C)oc3c(CN4CCN(C)CC4)c(O)ccc3c2=O)cc1
  2047	1594

Further compounds
Below each compound: SRC1 TRFRET art	SRC3 TRFRET art
CCNc1nc(NC(C)C)nc(NC(C)(C)C)n1
  1822	1466
Cc1cc(C(=O)OCc2nnc(-c3ccccc3)o2)c(C)n1-c1ccccc1
  1907	1510
Cc1ccc(NC(=O)Cn2nc(C)c(S(=O)(=O)N(C)C)c2C)cc1C
  1758	1509
CCN1C(=O)/C(=C/c2nc3ccccc3c(=O)n2-c2ccc(C)cc2)c2ccccc21
  1769	1499
Cc1nc(N2CCCCC2)sc1C=O
  1593	1561
CCCn1c(SCC(=O)Nc2cc(S(=O)(=O)N3CCOCC3)ccc2Cl)n[nH]c1=O
  1637	1500
COc1ccc(CNCc2cccc(Oc3ccccc3)c2)cc1
  1802	1654
S=C(NCCc1ccccc1)Nc1ccccc1N1CCOCC1
  1763	1538
CCc1ccc(C(=O)NNC(=O)OC)cc1
  1473	1311
O=C(Nc1ccccc1)C1=C[C@@H](c2ccccc2)C[C@@H](OCc2ccc(CO)cc2)O1
  1830	1645
c1nc(NC2CCCCCC2)c2[nH]cnc2n1
  1697	1518
COc1ccccc1C(=O)N/C(=C/c1ccc(Br)cc1)C(=O)N1CCCC1
  1851	1440
O=C(NN=C1CCCC1)NC1CCCCC1
  1528	1597
Cc1noc(C)c1C(=O)OCC(=O)Nc1cccc(S(N)(=O)=O)c1
  1540	1741
CCOc1ccccc1C(=O)N/N=C/c1c[nH]c2ccccc12
  1664	1662

Among those listed so far, 2 have a COOH group.
Below each compound: SRC1 TRFRET art	SRC3 TRFRET art
Cc1ccc(S(=O)(=O)N(CC(=O)Nc2ccccc2C(=O)O)c2cccc(Cl)c2C)cc1
  1505	1460
CC1(C)C2CCC1(C(=O)O)c1nc3ccccc3nc12 (centres undefined)
  1793	1531

New compounds follow.
Below each compound: SRC1 TRFRET art	SRC3 TRFRET art
COc1cccc(CN(C(=O)Cn2nnc(-c3ccccc3F)n2)C(C(=O)NC(C)(C)C)c2ccncc2)c1 (centres undefined)
  1885	1638
CCOC(=O)C1CCN(C(=O)COc2ccc(N(C)S(=O)(=O)c3ccc(OCC)cc3)cc2)CC1
  1563	1478
S=C(NC1CCCCC1)N1CCN(Cc2ccccc2Cl)CC1
  2031	1511
CC(C)c1nnc(NC(=O)C2CCCN2C(=O)Nc2ccccc2F)s1 (centres undefined)
  1959	1602
Cc1nc2c(F)c(F)c(C(F)(F)F)c(F)c2[nH]1
  1851	1869
Cc1ccc(/C=N/NC(=O)c2ccc3nc[nH]c3c2)s1
  1629	1577
O=C(COc1ccc(Cl)cc1Cl)OCC(=O)N1CCCc2ccccc21
  1981	1647
CCOC(=O)Nc1nnc(/C=C/c2ccc(OC)cc2)s1
  1740	1616
Cc1cccc(OC(=O)c2cncc(Br)c2)c1
  2236	1726
CC(=O)N(C)Cc1ccc(C(=O)CCl)cc1
  1738	1426
CC1CCC2C(=O)N(c3ccccc3OC(=O)c3ccccc3F)C(=O)C2C1 (centres undefined)
  2122	1749
COc1ccc(-n2c(=O)c3c4c(sc3n3c(=S)[nH]nc23)CCCC4)cc1
  2009	1362
COCc1c(C(=O)Nc2nc(C)cs2)oc2ccccc12
  1770	1555
CN(C(=O)CSc1nncc2ccccc12)C1CCCCC1
  1812	1660
COc1ccc(N2C(=O)C3C4C=CC(C4)C3C2=O)c([N+](=O)[O-])c1 (centres undefined)
  1721	1552
CCCc1ncc(C(O)c2ccccc2OC)n1C (centres undefined)
  1875	1791
O=C(N/N=C/c1cn(-c2cccs2)nc1-c1ccccc1)c1ccc(O)cc1
  1927	1667
CCCc1nc2ccccc2n1CC(O)COc1ccc(NC(C)=O)cc1 (centres undefined)
  1720	1529
O=C(COc1ncnc2cc([N+](=O)[O-])ccc12)NC(=O)NC1CCCCC1
  1700	1618
NNC(=O)c1ccc(CSc2nc3ccccc3[nH]2)cc1
  1746	1416
CNC(=S)Nc1ccc(C(N)=O)cc1
  1842	1619
CCOC(=O)c1c(/N=C/c2cc(C)ccc2O)sc2c1CCC2
  1819	1686
CN1CCN(Cc2nc(-c3cccs3)no2)CC1c1ccccc1 (centres undefined)
  1466	1553
C/C(=N\NC(=O)c1ccc(C)cc1C)c1ccc(-n2ccnc2)cc1
  1962	1552
CCC(=O)c1ccc(O)cc1
  1617	1506
Cc1ccc(C)c(N2CC(C(=O)O)CC2=O)c1 (centres undefined)
  1592	1453
Cc1ccc(C)c(OCCn2cc(/C=C(\C#N)C(=O)NCc3ccco3)c3ccccc32)c1
  1914	1623
C/C(Cn1nnc2ccccc21)=N\NC(=O)c1cccc(Br)c1
  1797	1671
CCCOc1ccc(/C=N/Nc2ccc(C(=O)O)cc2)c(OCCC)c1
  1700	1509
Cc1ccc(C)c(C(=O)CSc2nc3ccccc3c(=O)[nH]2)c1
  1850	1458

By substructure: those above containing a tert-butyl group
Below each compound: SRC1 TRFRET art	SRC3 TRFRET art
COc1ccc(NC(=O)NN(C(=O)c2ccccc2)C(C)(C)C)cc1
  1646	1381
CC(=O)Cn1nnc2sc3c(c2c1=O)CCC(C(C)(C)C)C3 (centres undefined)
  1494	1594
CCNc1nc(NC(C)C)nc(NC(C)(C)C)n1
  1822	1466
COc1cccc(CN(C(=O)Cn2nnc(-c3ccccc3F)n2)C(C(=O)NC(C)(C)C)c2ccncc2)c1 (centres undefined)
  1885	1638

Later entries
Below each compound: SRC1 TRFRET art	SRC3 TRFRET art
COc1ccc(/C=N/OC(=O)Nc2ccccc2OC)cc1
  1864	1807
COc1ccc(S(=O)(=O)N2CCCCCC2)cc1N
  2046	1656
COc1ccc(CN2CCNC(=O)C2CC(=O)NCCSc2nccn2C)cc1OC (centres undefined)
  1730	1597
CCCCN(C)C(=O)c1nc2ccccn2c1CN1CCN(c2ncccn2)CC1
  1712	1657
CCCCCOC(=O)Cn1c(=O)oc2ccc(C)cc21
  1999	1693
NC(N)=NS(=O)(=O)c1ccc(NC(=S)NC(=O)c2ccc3c(c2)OCO3)cc1
  1924	1472
CC(=O)Nc1ccc(NC(=O)c2ccccc2S(=O)(=O)c2ccc([N+](=O)[O-])cc2)cc1
  1880	1428
N=c1oc2cc(O)ccc2cc1C(=O)Nc1ccccn1
  1931	1556
O=c1c2ccccc2nc(-c2cccs2)n1-c1cccc2ccccc12
  1838	1402
Cc1nnc2ccc(-c3cccc(NC(=O)Cc4cccs4)c3)nn12
  1836	1751
Cc1[nH]n(-c2ccc([N+](=O)[O-])cc2)c(=O)c1C=NCCc1c(C)[nH]c2ccccc12
  1549	1705
CCOc1cc(NC(=S)NCCCN2CCOCC2)c(OCC)cc1NC(=O)C1CCCCC1
  2043	1593
COC(=O)C(C(=O)Nc1ccccc1C)C1CCCCCC1 (centres undefined)
  1548	1682
CCOCCOC(=O)COc1ccc2c(-c3ccccc3)cc(=O)oc2c1
  1993	1612
CC(C)CC(=O)OC1C(N2CCOCC2)c2c(ccc(/C=C/C(=O)N3CCOCC3)c2O)OC1(C)C (centres undefined)
  1889	1610
CCOc1ccccc1N(CC(=O)Nc1ccc(S(=O)(=O)N2CCOCC2)cc1)S(=O)(=O)c1ccc(Cl)cc1
  1622	1638
COc1ccccc1CN1C[C@@H]2C[C@@H](c3cccc(C)c3)N3CCC[C@@]23C1=O
  2064	1697
O=C(CSc1nc2ccsc2c(=O)n1Cc1ccc(C(=O)O)cc1)NCC1CCCO1 (centres undefined)
  1472	1678
Cc1cccc(N2N=C(C(=O)Nc3nc(C)cs3)CCC2=O)c1
  1560	1585
Cc1cccc(-n2c(O)c(C=Nc3ccc4c(c3)OCO4)c3ccccc3c2=O)n1
  1494	1737
